MEX-5 binding: MEX-5 zinc finger RNA-binding disruptors – biochemical, C. elegans, fluorescence polarization, MLPCN library, primary screen; MEX-5/FITC-TCR2 RNA binding; hits give low values; activity score (negative = inhibition of binding), % at 10 µM; 300,000 compounds, 0.38% hits;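 active means inhibition past about -25% in most replicates, and total fluorescence under double the plate's negative control median, limit read from the data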;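 further: 0% = DMSO and -100% = 5 µM competing unlabeled TCR2 RNA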
Target sequence (Q9XUB2 whole entry, looked up): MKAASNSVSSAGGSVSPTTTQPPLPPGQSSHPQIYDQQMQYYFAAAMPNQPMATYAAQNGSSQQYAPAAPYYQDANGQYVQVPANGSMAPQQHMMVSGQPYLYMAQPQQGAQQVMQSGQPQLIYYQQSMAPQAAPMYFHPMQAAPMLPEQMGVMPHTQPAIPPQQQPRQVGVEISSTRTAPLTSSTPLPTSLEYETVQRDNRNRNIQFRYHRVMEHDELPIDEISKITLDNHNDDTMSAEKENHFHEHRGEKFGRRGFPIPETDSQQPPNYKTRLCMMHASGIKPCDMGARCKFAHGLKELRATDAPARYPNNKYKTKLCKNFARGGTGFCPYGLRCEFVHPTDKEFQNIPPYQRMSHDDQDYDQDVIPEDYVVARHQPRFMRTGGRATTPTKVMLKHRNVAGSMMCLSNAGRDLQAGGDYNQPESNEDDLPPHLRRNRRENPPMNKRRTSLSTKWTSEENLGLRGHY
CIT2 TOR yeast: modulators of CIT2-GFP expression in yeast, primary screen, S. cerevisiae, GFP fusion, multiplex flow cytometry, MLPCN library; GFP response vs DMSO, % at 10 µM; 320,000 compounds, 0.065% hits; S. cerevisiae CIT2-GFP strain, 3 h; 100 means same as DMSO wells; AID 2029, 2009;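 active means GFP response relative to DMSO above a set limit, near the screen mean plus 3 SD, cut at about 150% in these data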;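 further: ratio of well median GFP fluorescence to mean of DMSO wells on the plate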
MCL1-BIM inh: inhibitors of MCL1 binding to BIM-BH3, primary screen, biochemical, fluorescence polarization; Induced myeloid leukemia cell differentiation protein Mcl-1 (Homo sapiens), Q07820; GST-MCL1 / FITC-Bim-BH3 fluorescence polarization; inhibition, % at 10.9 µM; 320,000 compounds, 0.68% hits; AID 2057, 2009;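 active means inhibition above the mean inhibition of all tested compounds plus 3 SD, set per campaign, cut at about 40% in these data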;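 further: 0% = DMSO wells and 100% = unlabeled Bim-BH3 peptide control; higher means more loss of mP so more displacement of Bim peptide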
Target sequence (Q07820 whole entry, looked up): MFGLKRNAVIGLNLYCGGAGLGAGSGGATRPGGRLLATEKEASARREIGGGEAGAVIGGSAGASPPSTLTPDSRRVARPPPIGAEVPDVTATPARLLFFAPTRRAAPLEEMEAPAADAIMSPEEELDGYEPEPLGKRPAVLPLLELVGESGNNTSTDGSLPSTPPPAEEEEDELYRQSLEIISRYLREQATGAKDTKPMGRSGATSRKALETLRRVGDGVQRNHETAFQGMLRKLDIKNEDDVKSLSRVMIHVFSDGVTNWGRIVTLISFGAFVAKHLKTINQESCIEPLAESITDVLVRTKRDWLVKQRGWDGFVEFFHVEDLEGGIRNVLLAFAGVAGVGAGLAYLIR
Bcl-xL primary: inhibitors of human Bcl-xL, primary screen, biochemical, fluorescence polarization, HTS; Bcl-2-like protein 1 (Homo sapiens), Q07817; GST-Bcl-xL / FITC-Bim BH3 peptide fluorescence polarization; inhibition, % at 10.9 µM; 320,000 compounds, 0.7% hits; AID 2129, 2009;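 active means inhibition above the mean of all tested compounds plus 3 SD, cutoff set per campaign, cut at about 30% in these data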;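 further: 0% = DMSO wells and 100% = unlabeled Bim-BH3 peptide competitor; inhibitors lower millipolarization by displacing the labeled peptide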
Target sequence (Q07817 whole entry, looked up): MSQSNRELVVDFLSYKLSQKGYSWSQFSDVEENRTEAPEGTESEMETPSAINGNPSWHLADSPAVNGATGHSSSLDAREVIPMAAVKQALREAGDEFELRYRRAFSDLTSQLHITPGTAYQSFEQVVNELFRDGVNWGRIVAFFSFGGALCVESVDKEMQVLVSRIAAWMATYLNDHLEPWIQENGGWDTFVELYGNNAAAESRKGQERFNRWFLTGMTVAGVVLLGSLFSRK
GLD-1 RNA inh: GLD-1/TGE RNA complex disruptors, primary screen, biochemical, fluorescence polarization | AID 2280, 2010 | inhibition, % at 5.96 µM | purified GLD-1 + fluorescein TGE RNA | 320,000 compounds, 0.44% hits | Female germline-specific tumor suppressor gld-1 (Caenorhabditis elegans), Q17339;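 active means percent inhibition above a per-plate cutoff, the plate mean of test compounds plus 3 SD, cut at about 30% in these data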;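 further: 0% = DMSO wells with GLD-1 and probe and 100% = wells lacking GLD-1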
AGP1 TOR yeast: modulators of AGP1-GFP expression in yeast TOR pathway, primary screen, cell-based, multiplex flow cytometry, S. cerevisiae, MLPCN library. 3 h; GFP as percent of DMSO wells. GFP response vs DMSO, % at 10 µM. 320,000 compounds, 0.02% hits;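 active means GFP response relative to DMSO above a set limit, near screen average plus 3 SD, cut at about 150% in these data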;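 further: median GFP channel fluorescence of the gated AGP1 strain per well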
GRK2 inh: compounds blocking aptamer binding on GRK2 – biochemical, human GRK2, bead flow cytometry, HTS, primary screen; FAM-aptamer displacement from GRK2; Beta-adrenergic receptor kinase 1 (Homo sapiens), P25098; 330,000 compounds, 0.59% hits; inhibition of aptamer binding, % at 10 µM;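 active means inhibition of aptamer binding above 40%, roughly 3 SD of noise, on plates passing a quality check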;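 further: median bead fluorescence of bound FAM aptamer so fluorescent compounds give negative values; no value below 0 was filed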
Fam108B counter: mouse Fam108B serine hydrolase inhibitors, primary screen, counter-screen for RBBP9 inhibitor project, biochemical, fluorescence polarization | recombinant Fam108B, FP-Rh probe fluorescence polarization | inhibition, % at 9.51 µM | 300,000 compounds, 0.33% hits;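 active means inhibition above the screen mean inhibition plus 3 SD, computed separately per campaign, cut at about 18% in these data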;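 further: inhibitors lower polarization as less probe binds the enzyme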
VLA-4 inh: inhibition in human VLA-4 binding assay, primary screen, VLA-4 allosteric modulator project, MLPCN library, flow cytometry, VLA-4 expressing cells. Integrin alpha-4 (Homo sapiens), P13612. ligand binding flow cytometry. inhibition, % (about 7 µM as worked out from the volumes in the protocol). 330,000 compounds, 0.2% hits. AID 2557, 2010; in the data active means inhibition above about 50%
An asterisk follows results filed as active; . = not tested or not shown. Rows are unselected; overall some 2.2% were active at least once.

SMILES	MEX-5 binding	CIT2 TOR yeast	MCL1-BIM inh	Bcl-xL primary	GLD-1 RNA inh	AGP1 TOR yeast	GRK2 inh	Fam108B counter	VLA-4 inh
COc1ccccc1N1CCN(C(=O)c2ccc(CS(=O)(=O)c3ccccc3OC)o2)CC1	1.2	101	7	4	4	97	2	0	5
COc1ccccc1NC(=O)c1cc(Cl)nnc1Cl	-0.8	94	2	5	10	115	0	2	51*
N#CCCN(C(=O)c1cc2c(s1)-c1ccccc1S(=O)(=O)C2)c1ccccc1	-1.3	105	7	3	2	98	1	-1	-3
COc1ccc2c(=O)c(N3C(=O)c4ccccc4C3=O)coc2c1	-0.8	90	5	5	2	93	0	-3	2
CCN(C(=O)COC(=O)C1CCN(S(=O)(=O)c2c(Cl)cccc2Cl)CC1)C1CCCCC1	-1.4	100	-5	0	6	98	0	-8	8
Fc1ccc2cc(-c3cccnc3)ncc2c1	.	82	.	.	0	95	11	.	8
COc1ccccc1N(C)S(=O)(=O)c1ccc(C(=O)Nc2cc(F)ccc2C)cc1	.	118	.	.	1	103	0	.	2
CCSc1nc2ccccc2c(=O)n1CCc1ccc(OC)c(OC)c1	-0.8	71	-4	3	7	94	13	3	-5
O=C(/C=C/c1ccc(F)cc1)NC(=S)Nc1ccccc1O	3.0	96	.	.	.	101	2	.	-6
CCCCNC(=O)CN1C(=O)NC2(CCOc3ccccc32)C1=O (centres undefined)	1.7	97	-7	3	6	94	1	-5	-9
Cc1cc(/C(N)=N/OC(=O)Nc2ccccc2)no1	.	98	8	2	2	89	2	-9	0
CN(C)C(=O)c1ccccc1NC(=O)Cc1cccc2ccccc12	1.6	102	2	3	-3	99	2	1	1
COc1ccc(NC(=O)Nc2c(SC)nsc2SC)cc1	-2.0	104	4	4	2	96	0	-2	2
Oc1[nH]c2c(Cl)cc(Cl)cc2c1N=NC(=S)NCC1CCCO1 (centres undefined)	0.7	98	6	11	9	97	1	-1	17
Cc1cccc(CCNC(=O)C2CCC(CNc3c(N4CCCC4)c(=O)c3=O)CC2)c1 (centres undefined)	0.0	100	6	3	0	100	5	3	8
Cc1cnc(=O)[nH]c1SCC(=O)c1ccc(F)cc1	-1.1	102	4	8	-2	101	1	-2	1
CCC(C)N(C(=O)CCC(=O)Nc1cc(C)on1)C(C(=O)NC(C)(C)C)c1ccccc1Cl (centres undefined)	-0.4	99	-8	-4	-1	103	1	2	4
CN(C)C(=O)CCc1nc2sc3c(c2c(=O)[nH]1)CCCC3	-1.7	106	3	4	-4	116	0	-4	-5
CC1CCN(Cc2nc(Cl)c3c4c(sc3n2)CCC4)CC1	0.1	100	-3	-1	-4	67	4	4	11
CCCC(=O)Nc1cccc(NC(=O)c2ccc([N+](=O)[O-])cc2Cl)c1	2.0	108	2	1	5	105	6	2	8
Cc1cc(C)c(S(=O)(=O)c2ccccc2F)c(=O)[nH]1	-1.2	107	9	8	-2	107	0	0	8
COc1cc(C(=O)NCC(=O)N/N=C/c2ccco2)cc(OC)c1OC	-1.0	101	1	4	-3	102	2	-1	32
CCc1ccc(OCCn2ccnc2)cc1	2.0	105	4	3	-3	102	0	1	12
COc1cccc(CN2CCN(Cc3[nH]c4ccccc4c3C)CC2CCO)c1 (centres undefined)	-0.8	106	8	5	7	95	0	-2	-2
NC(=O)COC(=O)CC12CC3CC(CC(Br)(C3)C1)C2	-2.5	103	7	11	-3	112	0	0	0
SMILES	MEX-5 binding	CIT2 TOR yeast	MCL1-BIM inh	Bcl-xL primary	GLD-1 RNA inh	AGP1 TOR yeast	GRK2 inh	Fam108B counter	VLA-4 inh
CC1CCN(C(=O)COC(=O)CCC(=O)c2ccc(Cl)cc2)CC1	.	88	.	.	-2	101	3	.	-2
Cc1c(NS(=O)(=O)c2ccc(N=NN(C)C)cc2)c(=O)n(-c2ccccc2)n1C	0.5	94	-2	3	2	85	0	-5	5
CCn1c(CNC(=O)c2ccco2)nnc1SCC(=O)Nc1ccccc1Cl	1.7	108	2	2	-2	112	0	1	8
O=C(O)C1CC=CCC1C(=O)Nc1ccc2c(c1)CCC2 (centres undefined)	1.4	93	10	3	8	95	4	3	11
CCOc1ccc(N(CC(=O)NC2CCCC2)S(=O)(=O)c2ccccc2)cc1	3.2	108	2	1	-6	104	1	1	1
CCNC(=O)COC(=O)c1cc(C)nc2ccccc12	-1.3	102	-7	-6	1	98	0	2	-1
CC(=O)Cn1nnc(-c2ccc(C(F)(F)F)cc2)n1	0.2	88	5	2	-2	92	0	0	-14
CCOC(=O)c1sc2nccc(OC)c2c1N=CN(C)C	-1.3	96	8	7	11	105	0	2	3
Cc1ccc(C)c(S(=O)(=O)NCc2ccc(C(=O)N3CCCCC3C)cc2)c1 (centres undefined)	-0.3	107	5	3	6	102	52*	-3	.
CCCCOc1ccc(C(=O)OCC(=O)Nc2cc(C)c(C)cc2[N+](=O)[O-])cc1	0.6	102	-16	-8	-21	106	1	0	2
Cc1oc(-c2ccc(F)cc2)cc1-c1nn2c(-c3ccoc3C)nnc2s1	-2.8	88	28	18	0	101	3	-3	-6
O=C1c2ccccc2S(=O)(=O)N1CCOc1ccc(F)cc1	-1.3	91	-1	1	4	99	0	1	13
COc1ccc(S(=O)(=O)/N=C2/C=CC(=O)C(C)=C2C)cc1	0.0	93	6	4	-1	97	3	-7	6
CCN(C(=O)CN(C)Cc1c(F)cccc1Cl)c1c(N)n(Cc2ccccc2)c(=O)[nH]c1=O	-1.6	97	-3	-2	1	97	0	-2	10
Cc1ccc(C)c(OCC(=O)OCC(=O)Nc2c(C)nn(-c3ccccc3)c2C)c1	2.8	108	-6	0	-7	106	0	-1	3
CN(C)Cc1c(C(=O)N/N=C/c2ccncc2)nnn1-c1nonc1N	-2.1	99	-1	-1	-6	93	3	-6	5
CC(=O)N/C(=C/c1ccc2c(c1)OCO2)C(=O)NC(Cc1ccccc1)C(=O)O (centres undefined)	.	107	-5	-1	-5	119	4	2	4
Cc1nn(-c2ccccc2)c(Cl)c1C(=O)OCC(=O)N(C)c1c(N)n(Cc2ccccc2)c(=O)[nH]c1=O	1.0	109	-14	-14	6	102	1	5	1
Cc1ccc(-c2ccc(S(=O)(=O)N3CCCC3)cc2)cc1	-2.0	92	7	1	1	99	19	-2	26
Cc1cccc(NC(=S)N/N=C/C(C)c2ccccc2)c1C (centres undefined)	-0.5	98	-3	2	-3	103	2	-2	17
COc1ccc2sc(-c3ccc(N(C)C)cc3)c(C#CC(C)(C)O)c2c1	.	90	-2	3	3	94	1	.	9
COc1cc2c(cc1OC)C(c1cc([N+](=O)[O-])ccc1O)NCC2 (centres undefined)	-3.3	98	3	5	-4	98	0	-6	-3
O=C(NCCc1c[nH]c2ccccc12)c1ccc2nc[nH]c2c1	0.8	109	3	0	0	108	2	4	-5
O=C(Nc1cc(=O)[nH]c2ncnn12)c1ccccc1F	1.9	109	7	4	-5	101	0	0	-7
CC(C)(C)C(=O)Nc1nnc(SCC(=O)NC2CC2)s1	0.3	106	3	1	7	102	2	1	5
SMILES	MEX-5 binding	CIT2 TOR yeast	MCL1-BIM inh	Bcl-xL primary	GLD-1 RNA inh	AGP1 TOR yeast	GRK2 inh	Fam108B counter	VLA-4 inh
CCCCc1c(O)nc(SCC(=O)N2CCOCC2)n(-c2ccccc2C)c1=O	-0.6	103	12	2	0	107	0	1	-6
Cc1cc(C(C)(C)C)c(O)c(C)c1CC1=NCCN1	2.1	92	1	4	2	94	0	3	6
O=C(COC(=O)c1ncc(Cl)c(Cl)c1Cl)c1ccc(Cl)s1	0.8	107	1	-1	0	101	0	2	-6
CC(=O)Nc1ccc(S(=O)(=O)NCC2CCC(C(=O)N3CC(C)CC(C)C3)CC2)cc1 (centres undefined)	3.9	101	9	7	-1	103	0	-4	28
CCN1C(=O)C2(/C(=C(\O)c3ccc4c(c3)OCCO4)C(=O)C(=O)N2CCCOC)c2ccccc21 (centres undefined)	0.5	103	7	4	8	104	2	1	9
Cc1ccccc1NC(=O)COC(=O)c1cc(=O)c2ccccc2o1	0.5	159*	-8	-1	-12	103	7	2	-34
CN(C(=O)C1CCCO1)c1nnc(-c2ccccn2)s1 (centres undefined)	1.2	90	6	1	-3	97	9	1	6
Cc1ccc(CN2C(=O)S/C(=C\c3ccccc3OCC(=O)O)C2=O)cc1	-1.5	106	4	4	-2	109	0	1	-5
Cc1nc(SCC(=O)OCc2ccccc2)c(C#N)c(-c2ccccc2)c1C(=O)Nc1ccccc1	4.2	97	9	3	-8	110	2	-26	-9
COc1ccc(C2C(C#N)=C(N)SC(N)=C2C#N)cc1OC	1.7	103	-97	-54	-75	101	2	-32	11
CCCCSc1cc(C)nc(N)n1	2.9	95	10	7	-7	98	0	2	7
O=c1[nH]cc(N=Cc2cc([N+](=O)[O-])ccc2O)c(=O)[nH]1	-11	102	5	7	-3	102	3	0	20
CCC(NC(=O)c1cc(COc2ccc(Cl)cc2OC)on1)c1ccncc1 (centres undefined)	1.8	85	2	4	0	88	1	-3	-7
CCCn1c(=N)n(CC(=O)c2cccs2)c2ccccc21	2.5	111	5	1	-5	102	0	-1	-17
COc1ccc(CN2CC(C(=O)NCCCN3CCN(C)CC3)CC2=O)cc1 (centres undefined)	-1.5	98	2	1	4	99	2	-1	2
COc1ccc(NC(=O)NNc2cc(N3CCOCC3)nc(N3CCOCC3)n2)cc1	-2.0	89	-5	-3	-3	95	1	-3	-12
O=c1oc2ccccc2c2c1C(O)CO2 (centres undefined)	1.5	104	8	7	3	102	0	2	3
COc1ccc(-c2nc3ccccc3c(=O)n2NC(=O)Cc2ccccc2)cc1	3.6	102	1	7	3	106	2	4	9
CCOC(=O)c1cc2c(=O)n3ccccc3nc2n(CCCOC)c1=NC(=O)C(C)(C)C	1.2	98	-3	0	-4	96	3	-5	33
CCOC(=O)C1=C(O)/C(=C/c2cccc(OC)c2O)N=C1C	-0.2	104	-9	-8	3	108	0	-5	-4
CCOc1ccc(/C=N/n2nnnc2N)cc1O	1.9	123	10	4	0	109	0	5	5
CCOCCn1cnc2sc(C(=O)NCCCN3CCOCC3)c(C)c2c1=O	0.5	100	6	6	11	100	2	2	7
CN1CCN(C(=O)CCN2C(=O)c3ccccc3S2(=O)=O)CC1	-2.4	94	9	8	4	106	0	-1	12

Screening data (PubChem BioAssay)
